MPTP inh: permeability transition pore inhibition; isolated mouse mitochondria, Ca2+ swelling absorbance, 30 min; inhibition, % at 10 µM; 360,000 tested, 1.4% active; AID 602449;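 active means inhibition of 50% or more, scaled per plate between neutral and stimulator controls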;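 further: 0% = DMSO wells given calcium and 100% = 1 mM EGTA wells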
HKDC1 inhibitor: inhibitors of human hexokinase HKDC1 | 340,000 tested, 0.16% active | recombinant HKDC1, G6PDH/diaphorase resazurin coupled fluorescence | inhibition, % at 20 µM | Q2TB90;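 active means inhibition above about 35% when tested at 20 µM, limit read from the data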;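 further: plate controls were DMSO wells with enzyme for no effect and DMSO wells lacking enzyme for full effect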
Target sequence (Q2TB90 whole entry, looked up): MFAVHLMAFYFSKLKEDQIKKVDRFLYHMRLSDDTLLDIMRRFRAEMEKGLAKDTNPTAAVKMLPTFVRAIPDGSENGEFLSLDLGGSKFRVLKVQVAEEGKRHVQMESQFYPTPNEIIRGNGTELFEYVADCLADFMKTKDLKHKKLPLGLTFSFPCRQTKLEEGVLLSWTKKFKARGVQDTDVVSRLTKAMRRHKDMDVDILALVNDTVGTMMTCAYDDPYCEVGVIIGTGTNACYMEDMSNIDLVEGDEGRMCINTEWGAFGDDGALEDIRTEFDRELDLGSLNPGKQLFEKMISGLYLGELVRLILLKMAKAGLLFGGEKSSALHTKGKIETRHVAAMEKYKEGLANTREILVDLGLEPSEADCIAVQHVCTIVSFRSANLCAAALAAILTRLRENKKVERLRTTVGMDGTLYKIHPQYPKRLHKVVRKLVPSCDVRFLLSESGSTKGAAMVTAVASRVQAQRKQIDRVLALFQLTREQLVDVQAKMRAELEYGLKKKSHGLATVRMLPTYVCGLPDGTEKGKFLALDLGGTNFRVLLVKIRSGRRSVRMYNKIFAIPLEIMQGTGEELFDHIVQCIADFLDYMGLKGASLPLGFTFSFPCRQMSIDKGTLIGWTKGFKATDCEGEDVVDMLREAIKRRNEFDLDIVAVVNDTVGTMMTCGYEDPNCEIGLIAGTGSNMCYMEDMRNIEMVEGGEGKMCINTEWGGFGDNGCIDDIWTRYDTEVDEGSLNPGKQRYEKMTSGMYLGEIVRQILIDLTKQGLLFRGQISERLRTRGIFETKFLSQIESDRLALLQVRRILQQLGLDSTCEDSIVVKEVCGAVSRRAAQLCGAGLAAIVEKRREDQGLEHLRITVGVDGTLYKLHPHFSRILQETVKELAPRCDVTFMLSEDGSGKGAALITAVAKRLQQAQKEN
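System: Recombinant HKDC1 hexokinase | Amount: HKDC1 at 5 µg/mL | Reagent: Glucose with 1 mM ATP | Doses: Single 20 µM dose | Incubation: Reaction time 90 min, room temperature, protected from light | Signal: Coupled resazurin fluorescence, excitation 525 nm, emission 613 nm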
SENP6 block: SENP6 protease inhibition; Q9GZR1; Recombinant SENP6 catalytic domain, aminoluciferin luminescence; 330,000 tested, 1.8% active; inhibition, % at 10 µM;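 active means inhibition above about 50% at the single tested dose, limit read from the data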;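 further: plate controls were DMSO wells with enzyme for no effect and DMSO wells lacking enzyme for full effect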
PfG6PD inh: PfG6PD (Plasmodium falciparum) enzyme inhibition. PfGluPho enzyme, NADPH resazurin-diaphorase fluorescence. inhibition, % at 20 µM. 350,000 tested, 0.78% active. AID 504690;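 active means inhibition reaching at least a set limit at 20 µM in the primary screen, cut at about 59% in these data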;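 further: 0% = DMSO wells with substrate and 100% = DMSO wells lacking glucose-6-phosphate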
ATG4B inh: ATG4B (human) cysteine protease inhibition | Q9Y4P1 | inhibition, % at 8.33 µM | 340,000 tested, 0.51% active | ATG4B cleavage of LC3-PLA2, NBD-HPC fluorescence, 1 h; in the data active means inhibition above about 40%
SENP7 inh: SENP7 protease inhibition. Q9BQF6. 330,000 tested, 1.5% active. AID 434973. recombinant SENP7, Z-RLRGG-aminoluciferin luminescence, 40 min. inhibition, % at 5 µM;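 active means inhibition above about 50% at the single test dose, limit read from the data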;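 further: plate controls were DMSO with enzyme for no effect and no enzyme buffer wells for full effect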
SENP8 block: SENP8 (human) protease inhibition | Q96LD8 | recombinant SENP8, Nedd8 substrate fluorescence | inhibition, % at 20 µM | 360,000 tested, 0.64% active | AID 602440; in the data active means inhibition mostly above about 40%, no sharp cut-off; inactive means mostly below about 27%
Target sequence (Q96LD8 whole entry, looked up): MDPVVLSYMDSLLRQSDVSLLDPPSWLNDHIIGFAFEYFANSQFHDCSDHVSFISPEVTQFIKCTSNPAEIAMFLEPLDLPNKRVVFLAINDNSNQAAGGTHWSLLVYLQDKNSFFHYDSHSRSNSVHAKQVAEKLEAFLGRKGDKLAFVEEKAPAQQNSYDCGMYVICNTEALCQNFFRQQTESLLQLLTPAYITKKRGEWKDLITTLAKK
NR3A LBD binder: modulates the human NR3A ligand-binding domain | NR3A LBD differential scanning fluorimetry, Tm shift; 0% = protein alone, 100% = glycine-bound protein | Tm shift relative to glycine control, % at 25 µM | 340,000 tested, 2.5% active | AID 1259313;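 active means melting temperature shift of at least 10% of the positive control shift, at one fixed dose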
Numbers without * were called inactive; i = inactive; . = no result given. Random draw from the library (roughly 6.9% active in at least one column).

no.	Molecule	MPTP inh	HKDC1 inhibitor	SENP6 block	PfG6PD inh	ATG4B inh	SENP7 inh	SENP8 block	NR3A LBD binder
1	Cc1ccc(S(=O)(=O)N2[C@@H](c3ccc(Cl)cc3)C(C(=O)O)=CC[C@H]2c2ccc(Cl)c(Cl)c2)cc1	-1.9	8	3	-15	22	-19	11	-10
2	CS(=O)(=O)NCCSCc1c(Cl)cccc1Cl	-2.0	-1	-5	-8	11	-2	6	0
3	CC1(C)C[C@H](O)[C@@]23C[C@@H](OC2=O)[C@]2(C)C(=CCC4[C@@]5(C)CC[C@H](O)C(C)(C)C5CC[C@]42C)[C@@H]3C1 (stereo partly specified)	.	0	-8	1	1	8	.	-12
4	COc1ccc2cc(C(=O)C3CCCN(C(=O)c4cnccn4)C3)ccc2c1 (stereo unspecified)	3.7	1	3	8	-4	8	-329	-7
5	CNC(=O)c1cccc(NC(=O)CCCNC(=O)c2ccc(Cl)cc2)c1	-1.7	-4	-19	11	-5	4	0	-2
6	O=C(NCc1ccccc1)/C(=N\O)c1ccccc1	1.6	1	-6	-24	-4	3	18	2
7	O=C(CCN1CCc2ccccc2C1)c1ccc2c(c1)OCCO2	0.3	7	7	5	-3	-3	4	-3
8	O=C1CN(C(=O)/C=C/c2ccccc2F)c2ccccc2N1	-1.0	14	2	1	-1	-3	0	-3
9	COc1cccc(C2C(C(N)=O)=C(C)Nc3nc(CCCO)nn32)c1 (stereo unspecified)	0.8	-4	-25	-4	7	-10	13	0
10	COc1ccccc1NC(=O)c1nnn(CC(=O)Nc2cc(C)cc(C)c2)c1N	0.4	1	1	-13	-1	-7	8	-3
11	CSCC(C)N1CCC(n2nccc2NC(=O)c2ccc3c(c2)OCO3)CC1 (stereo unspecified)	-0.4	-2	-4	9	-7	0	12	-1
12	COc1cccc(C(=O)N(C)C(C)c2nc3ccccc3s2)c1 (stereo unspecified)	1.1	0	-1	-10	-12	4	9	-3
13	Cn1cc(C(=O)C(=O)NC2CC2)c2ccccc21	-1.6	-4	.	-14	6	.	-2	-1
14	CCC(C)(C)NC(=O)C1CCCN1C(=O)NC1CCCCC1 (stereo unspecified)	-0.6	-3	8	-4	-7	-3	13	0
15	COC(=O)c1ccc(C2c3[nH]c4ccccc4c3C[C@H]3C(=O)N(C4CCN(Cc5ccccc5)CC4)CC(=O)N23)cc1 (stereo partly specified)	0.8	3	-10	7	18	-2	14	2
16	O=S(=O)(c1cccs1)N1CCN(c2ccccc2Cl)CC1	-0.6	-7	12	-10	45*	-6	9	0
17	COc1ccc(N2C(=O)CC(C3CCCO3)C2=O)cc1 (stereo unspecified)	-1.0	-6	14	3	-1	12	16	-1
18	CC(=O)Nc1ccc2ccc3cccc4ccc1c2c34	-3.6	0	-1	8	-24	2	-408	8
19	Nn1c(SCC(=O)NC2CCCCCC2)nnc1C(F)(F)F	0.3	-4	-7	-15	4	-14	6	1
20	CCN(Cc1ccncc1)C(=O)c1cc(Br)cc(Br)c1O	-1.2	-4	-34	7	-2	-4	2	-2
21	O=C(Nc1cc(Cl)ccc1-n1cncn1)c1cccc(S(=O)(=O)N2CCOCC2)c1	1.1	-2	4	3	-22	-2	6	1
22	O=C(N/N=C/c1cn(-c2cccs2)nc1-c1ccccc1)c1ccccc1Br	1.6	-5	-4	16	-14	-3	-44	11*
23	CCCCN(CC)CCNC(=O)CCNC(=O)Cn1ccc2ccccc2c1=O	1.1	-3	-10	4	1	-4	10	-1
24	N=c1n(Cc2ccc(Cl)cc2)c2ccccc2n1CC(O)COc1ccccc1 (stereo unspecified)	78*	-4	-16	6	-7	5	16	-2
25	O=C(c1ccncc1)N1CCN(C2CCCCC2)CC1	-1.1	-5	-5	-2	-10	-4	6	4
26	O=C(NCCc1csc(-c2ccc(C(F)(F)F)cc2)n1)c1cccs1	1.2	1	5	20	-8	-13	-57	-1
27	O=[N+]([O-])c1cc([N+](=O)[O-])c(Oc2ccc(F)cc2F)cc1NN1CCCCC1	-0.2	-3	3	-17	3	0	33	-1
28	COc1ccc(CCNc2nc(C)c(C(C)=O)s2)cc1OC	-1.0	-12	29	61*	-4	-2	14	1
29	CCn1c(COc2cccc(C)c2)nnc1SCC(=O)Nc1cccc(C(=O)OC)c1	-11	-3	-15	2	-9	-9	27	1
30	COc1ccc(/C=C2\SC(=O)N(CCNC(=O)C3CSC4(C)CCC(=O)N34)C2=O)cc1 (stereo unspecified)	2.3	-5	-4	9	3	1	6	2
31	CC1(CC(=O)N/N=C/c2ccc(-c3ccc(C(=O)O)cc3)o2)OCCO1	-1.3	-5	1	3	-8	4	-250	3
32	CON1C(=O)C(=O)N(OC)C2CCCCC21 (stereo unspecified)	1.2	-2	.	-3	1	.	12	0
33	O=[N+]([O-])c1ccc(Cl)c(/C=N/N2CCN(Cc3ccccc3)CC2)c1	1.7	2	3	9	-3	-5	1	1
34	COc1cc(OC)c(C(=O)Nc2cccc3ccccc23)cc1OC	0.0	-4	-9	9	-21	-15	-20	3
35	COC(=O)c1ccc(-c2cc(C(=O)O)c3cc4c(cc3n2)OCCO4)cc1	-5.8	4	-14	-19	0	-6	i	3
36	CC(C(=O)Nc1ccccc1-c1ccccc1)N1CCCCC1 (stereo unspecified)	0.4	1	-8	-8	24	2	15	0
37	COCCNC(=O)c1ccc2c3n(nc2c1)-c1ccc(C)cc1CO3	1.4	2	-6	3	-6	4	-266	-2
38	O=S(=O)(c1ccccc1)N(CC(O)CN1CCCCC1)c1ccccc1 (stereo unspecified)	0.8	2	-6	10	-3	-2	10	1
39	O=C1CCCC2=C1C(c1ccc(O)c(O)c1)Nc1ccc3ccccc3c12 (stereo unspecified)	1.8	6	-10	39	-13	1	-415	1
40	COc1ccc(CN(C)C(C)C(=O)N(C)CC(=O)Nc2ccc(C)cc2)cc1F (stereo unspecified)	-1.1	-1	13	11	0	0	17	1
41	COc1cccc(NC(=O)[C@H](CC(C)C)NC(=O)N2CCn3c2nc2ccccc23)c1	-0.6	-1	5	18	-5	-7	7	1
42	CCCc1cc(C(=O)OC)c(NC(=O)CCCC(=O)O)s1	-0.7	-8	-3	6	-3	0	-6	-2
43	O=C(NCc1cccs1)c1ccc(S(=O)(=O)N2CCCCC2)cc1	-3.3	6	12	-18	13	-3	17	-3
44	COc1ccccc1CN(Cc1cc2cc3c(cc2[nH]c1=O)OCCO3)Cc1nnnn1Cc1ccco1	-1.3	10	32	44	4	-6	-263	-4
45	S=c1nc(-c2cc(Cl)ccc2Cl)[nH][nH]1	-4.4	-5	-18	19	-1	5	0	2
46	Cc1nn(CCC(=O)O)c(C)c1C	-1.1	-10	-15	-12	-1	-4	11	-1
47	Nc1ccc(S(=O)(=O)c2cccc(N)c2)cc1	-0.5	-10	-2	14	2	3	-15	-1
48	CCOC(=O)/C(C#N)=C/Nc1cc(OC)ccc1OC	0.5	-7	-2	4	-8	6	-321	0
49	CC(C)Oc1ccc(C(=O)NCC(=O)OCC(=O)N(C)Cc2cccs2)cc1	0.1	-6	15	-2	1	10	8	0
50	COc1ccc(/C=C/CN2CCN(CC(C)C)C(CCO)C2)cc1 (stereo unspecified)	0.2	8	5	-3	3	8	-161	7
51	Cc1ccc(S(=O)(=O)N2CCN(C(=O)CCC(=O)Nc3ccc(Br)c(C)c3)CC2)cc1	0.1	-6	.	-2	-30	.	14	-5
52	O=C(NCc1ccncc1)C1CCC(=O)N(CCc2ccc(Cl)cc2)C1 (stereo unspecified)	-0.8	4	-22	14	10	-6	-4	-1
53	Cc1cccnc1NC(=O)C(C)N1C(=O)c2ccccc2C1=O (stereo unspecified)	0.5	-3	-2	-3	6	-3	13	3
54	CC(=O)Nc1ccc(NC(=O)COC(=O)CCc2nc3ccccc3s2)cc1	0.4	1	-16	8	-15	-8	20	6
55	Cn1ncc(Cl)c1C(=O)N1CCN(C(=O)c2ccco2)CC1	73*	-11	.	3	-17	.	15	-1
56	COc1ccccc1NC(=S)NC(NC(C)=O)C(Cl)(Cl)Cl (stereo unspecified)	-0.3	-1	-7	-4	-8	8	22	5
57	COc1ccccc1NC(=O)/C(=N/OCc1ccc(C#N)cc1)C(C)=O	-2.9	-11	17	15	-2	9	10	-1
58	COc1ccc(OC)c2c1sc(=NC(=O)C(C)C)n2C	0.5	-4	-4	10	-26	-1	-20	4
59	Cc1nnc(SCC(=O)NCC2CCCCC2)n(N)c1=O	6.1	-5	-1	5	5	2	28	0
60	COCCN(C(=O)COC(=O)COc1ccc2ccccc2c1)c1c(N)n(Cc2ccccc2)c(=O)[nH]c1=O	0.2	-3	.	7	-15	.	2	3

Entries shown so far with a nitro group on carbon (2):
no.	Molecule	MPTP inh	HKDC1 inhibitor	SENP6 block	PfG6PD inh	ATG4B inh	SENP7 inh	SENP8 block	NR3A LBD binder
27	O=[N+]([O-])c1cc([N+](=O)[O-])c(Oc2ccc(F)cc2F)cc1NN1CCCCC1	-0.2	-3	3	-17	3	0	33	-1
33	O=[N+]([O-])c1ccc(Cl)c(/C=N/N2CCN(Cc3ccccc3)CC2)c1	1.7	2	3	9	-3	-5	1	1

More structures follow.
no.	Molecule	MPTP inh	HKDC1 inhibitor	SENP6 block	PfG6PD inh	ATG4B inh	SENP7 inh	SENP8 block	NR3A LBD binder
61	O=C(CCN1C(=O)c2ccccc2C1=O)N1CCN(c2ccccn2)CC1	0.2	-8	-11	-16	2	-3	5	0
62	COc1ccc(NC(=O)CCN2C(=O)c3ccccc3C2=O)c(OC)c1	0.5	4	9	0	-5	2	12	-1
63	Cc1cccc(-c2nnc(NC(=O)c3ccco3)s2)c1	1.0	-2	11	-22	3	13	-249	24*
64	CC(=O)Nc1cccc(N(C)S(C)(=O)=O)c1	-1.4	1	-1	-19	4	-10	9	-17
65	COc1cccc2c(N/N=C/c3ccc(O)c(O)c3)cc(C)nc12	3.8	-2	-11	-5	11	-1	-407	0
66	COc1ccc(/C=N/NC(=O)CCn2cnc(-c3ccccc3)c2-c2ccccc2)cc1	2.8	-1	5	2	-13	13	4	-11
67	COc1ccc(C(=O)NC(=S)N2CCOCC2)cc1OC	1.5	-4	-16	-2	-6	-8	2	0
68	O=C(NCc1ccccn1)C(=O)Nc1cccc2ccccc12	-2.1	-7	-4	-4	-2	-1	1	4
69	CC(=O)N(CC(=O)Nc1sc(C)c(C)c1C(N)=O)Cc1ccccc1	0.3	-15	-7	13	-11	3	-4	1
70	CN1CCN(c2ccc([N+](=O)[O-])cc2C(=O)N2CCOCC2)CC1	-0.6	-1	6	2	-2	10	11	2
71	Cc1cc(=O)oc2cc(OCC(=O)Nc3ccc4[nH]c(=O)[nH]c4c3)ccc12	-1.0	2	-1	4	-4	-6	-52	-1
72	O=C(OCc1csc(-c2ccccc2)n1)C1=NN(c2ccccc2)C(=O)CC1	-1.9	-3	-2	8	-10	5	-2	-1
73	O=C(Nc1ccc(Cl)cn1)c1cccc(S(=O)(=O)N2CCCCC2)c1	-0.7	-3	-15	15	-1	6	14	3
74	Cc1ccccc1NC(=O)CN1C(=S)NC(C)(C)CC1C (stereo unspecified)	1.1	7	9	-17	6	-1	17	-1
75	CCOC(=O)c1cccc(C2=CC(=O)C[C@H](c3ccc(Cl)cc3)C2)c1	0.3	5	-26	11	-13	0	22	0
76	COc1ccc(OC)c(C(O)c2nc3ccccc3n2C(C)C)c1 (stereo unspecified)	0.5	1	-22	-19	-4	-3	24	1
77	CCOc1ccc(Nc2cc(C)c3ccccc3n2)cc1	0.8	-2	14	32	-5	11	-301	22*
78	CC1(C)Cc2cccc(OCC(=O)NCc3ccccc3F)c2O1	-0.3	0	7	7	-1	-4	9	2

Complete entries, looked up by structure:
`O=C(CCN1C(=O)c2ccccc2C1=O)N1CCN(c2ccccn2)CC1` in the list: MPTP inh: 0.2; HKDC1 inhibitor: -8; SENP6 block: -11; PfG6PD inh: -16; ATG4B inh: 2; SENP7 inh: -3; SENP8 block: 5; NR3A LBD binder: 0
`CC(=O)Nc1cccc(N(C)S(C)(=O)=O)c1` in the list: MPTP inh: -1.4; HKDC1 inhibitor: 1; SENP6 block: -1; PfG6PD inh: -19; ATG4B inh: 4; SENP7 inh: -10; SENP8 block: 9; NR3A LBD binder: -17

Screening data deposited in PubChem by Sanford-Burnham Center for Chemical Genomics.
